JMJD2A Tudor: JMJD2A Tudor domain (human) inhibition. O75164. AlphaScreen JMJD2A-Tudor / H3K4me3 peptide binding. Potency, µM (doses to about 114 µM), for inactives: at the highest dose activity change, negative = inhibition, actives largely listed as inhibitors. 390,000 tested, 4.4% active; further: potency means the concentration at half of the fitted maximal effect; on the % scale 0 is the no-effect control and ±100 the full control effect; nearly all actives have a fitted effect of over 50% in size
G9a inh: G9a (human) methyltransferase inhibition; AID 504332; 350,000 tested, 8.8% active; Potency, µM (highest dose often 102 µM), without a hit: top-dose activity, negative = inhibition, actives largely listed as inhibitors; G9a H3K9 monomethylation, AlphaScreen, 2 h; further: potency means the concentration at half of the fitted maximal effect; on the % scale 0 is the no-effect control and ±100 the full control effect; nearly all actives have a fitted effect of over 75% in size
Target sequence (Q96KQ7 913-1193 limits assumed): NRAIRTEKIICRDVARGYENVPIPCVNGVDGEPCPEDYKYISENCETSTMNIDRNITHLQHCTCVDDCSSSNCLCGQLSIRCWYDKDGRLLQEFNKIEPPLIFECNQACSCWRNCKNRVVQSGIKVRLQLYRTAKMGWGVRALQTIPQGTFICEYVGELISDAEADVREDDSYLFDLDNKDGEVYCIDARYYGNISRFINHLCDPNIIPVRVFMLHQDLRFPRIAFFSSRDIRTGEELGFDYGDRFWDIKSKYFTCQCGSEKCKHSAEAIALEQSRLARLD
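Compounds were preincubated with 20 nM G9a for 15 min, after which biotinylated H3K9 peptide (500 nM) and SAM (20 uM) started a 2 h room-temperature reaction. Monomethylated product was quantified by antibody-based AlphaScreen chemiluminescence.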
Tb PGK inh: blocks T. brucei phosphoglycerate kinase | P07378 | PGK/GAPDH coupled, Kinase-Glo luminescence, 60 min | Potency, µM (series often up to 57.5 µM), without a hit: at the top dose activity change, negative = inhibition, actives largely listed as inhibitors | 380,000 tested, 0.043% active | AID 602233; further: potency means the concentration at half of the fitted maximal effect; on the % scale 0 is the no-effect control and ±100 the full control effect; nearly all actives have a fitted effect of over 60% in size
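Recombinant glycosomal PGK reaction used 1,3-bisphosphoglycerate generated in-well by GAPDH (100nM final) in 100mM TEA pH 7.6, 5mM MgCl2, 0.01% Tween-20. After 60 minutes at room temperature, ATP was read by Kinase-Glo Plus luminescence end-point.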
BAZ2B inh: blocks human BAZ2B; Potency, µM (series often up to 114 µM), inactives show at the top dose activity change, negative = inhibition, usual class: inhibitors; AlphaScreen BAZ2B-H3K14Ac peptide displacement; Q9UIF8; 360,000 tested, 4.4% active; AID 504333; further: potency means the concentration at half of the fitted maximal effect; on the % scale 0 is the no-effect control and ±100 the full control effect; nearly all actives have a fitted effect of over 60% in size
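AlphaScreen luminescence quantifies BAZ2B engagement of H3K14Ac peptide; the protein and biotinylated peptide are both at 50 nM final, buffer PBS pH 7.4 with 0.01% Tween-20, all steps at room temperature.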
GLS inhibitor: glutaminase GLS (human) inhibition. O94925. Potency, µM (highest dose often 45.5 µM), for the others: at the top dose activity change, negative = inhibition, hits mostly inhibitors. 410,000 tested, 0.21% active. GLS enzymatic activity, qHTS titration; further: potency means the concentration at half of the fitted maximal effect; on the % scale 0 is the no-effect control and ±100 the full control effect
Target sequence (O94925 whole entry, looked up): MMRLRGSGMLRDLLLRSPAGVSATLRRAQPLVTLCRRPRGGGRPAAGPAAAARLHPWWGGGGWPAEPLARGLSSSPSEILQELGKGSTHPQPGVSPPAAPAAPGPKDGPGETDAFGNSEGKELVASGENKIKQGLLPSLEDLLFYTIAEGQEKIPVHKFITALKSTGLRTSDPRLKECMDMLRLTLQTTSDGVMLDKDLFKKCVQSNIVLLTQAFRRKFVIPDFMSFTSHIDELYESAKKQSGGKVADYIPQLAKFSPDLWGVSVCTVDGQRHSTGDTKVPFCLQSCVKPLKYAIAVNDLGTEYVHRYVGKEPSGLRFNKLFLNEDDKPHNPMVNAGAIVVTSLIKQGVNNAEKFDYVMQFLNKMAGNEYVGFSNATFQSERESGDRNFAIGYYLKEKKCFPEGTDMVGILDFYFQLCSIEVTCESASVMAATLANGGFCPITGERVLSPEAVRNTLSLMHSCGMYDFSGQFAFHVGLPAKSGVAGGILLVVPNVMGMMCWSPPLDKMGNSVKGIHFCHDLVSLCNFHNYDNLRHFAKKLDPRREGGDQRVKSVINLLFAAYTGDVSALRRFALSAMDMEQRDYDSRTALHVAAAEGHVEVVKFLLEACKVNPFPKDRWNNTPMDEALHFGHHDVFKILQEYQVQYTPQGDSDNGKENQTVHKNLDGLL
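Compounds were pin-transferred onto hKGA, after which L-glutamine (1 mM solution) and a detection mix of glutamate oxidase, HRP and Amplex Red were added. Initial and 30 min RT fluorescence reads were collected.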
PI4K2A block: blocks human PI4K2A kinase activity; activity change, negative = inhibition, % at 76.9 µM; 420,000 tested, 0.13% active; purified PI4K2A, ADP-Glo luminescence, 1 h; stronger effect = lower value; Q9BTU6; in the data active means activity change below about -50%; inconclusive means mostly about -30% to -49%;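 further: -100% = wells without enzyme as full effect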
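PI4K2A activity was measured by ADP-Glo luminescence: enzyme (4 ug/mL stock) and phosphatidylinositol (1.2 mM stock) in Tris pH 7.5/MgCl2/EGTA/Triton X-100 buffer were reacted with ATP (300 microM stock) for one hour at ambient temperature.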
HP1b chromo inh: inhibitors of HP1-beta chromodomain binding to methylated histone tails; P83916; AlphaScreen HP1-beta / biotin-H3K9me3 peptide binding; Potency, µM (top dose mostly 114 µM), without a hit: top-dose activity change, negative = inhibition, usual class: inhibitors; 390,000 tested, 0.56% active; AID 540317; further: potency means the concentration at half of the fitted maximal effect; nearly all actives have a fitted effect of over 70% in size; inactives centre near 23
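Compound inhibition of the preformed complex between 50 nM HP1-beta and 50 nM biotinylated H3K9me3 peptide was read by AlphaScreen. Buffer was PBS pH 7.4 with 0.01% Tween-20. Incubations ran 30 min at room temperature, with 10 ug/mL donor/acceptor beads.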
Pol eta inh: DNA polymerase eta (human) inhibition; AID 588591; recombinant Pol eta, fluorescent DNA replication assay; Potency, µM (top dose mostly 114 µM), for the others: top-dose activity change, negative = inhibition, usual class: inhibitors; 390,000 tested, 1.2% active; further: potency means the concentration at half of the fitted maximal effect; on the % scale 0 is the no-effect control and ±100 the full control effect
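Pol eta at 10 nM preincubated with compounds 15 min at room temperature; reaction started with fluorescent substrate (50 nM final) and read kinetically at 0 and 10 min.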
Pin1 inh: human Pin1 inhibition; Q13526; 390,000 tested, 0.009% active; Potency, µM (top dose mostly 115 µM), without a hit: top-dose activity, negative = inhibition, hits mostly inhibitors; AID 504891; Pin1 FP peptide displacement, HiFluor488, 10 min; active means well fitted inhibition curve with a large enough effect in the polarisation, with a control signal flat, not every such curve was filed as active; inconclusive means small, poorly fitted or top-dose-only effect, or effect the other way, or a change in a side signal; inactive means no such curve, though single readings can be large or run the other way; the % refers to the polarisation; further: potency means the concentration at half of the fitted maximal effect; on the % scale 0 is the no-effect control and ±100 the full control effect
Active calls of the source: *; i = inactive; ? = inconclusive; . = no result given; [ ] = remark or other dose. Unless noted, the call rests on the fitted dose curve; in most records, active means well fitted curve in the direction sought with a large enough effect; inconclusive means small, poorly fitted or top-dose-only effect, or another doubt; inactive means no such curve, though single readings can be large; an effect the other way counts as inactive or inconclusive. These rows are one share of the data; rates above refer to the full screens.

SMILES	JMJD2A Tudor	G9a inh	Tb PGK inh	BAZ2B inh	GLS inhibitor	PI4K2A block	HP1b chromo inh	Pol eta inh	Pin1 inh
O=c1[nH]c2ccc([N+](=O)[O-])cc2[nH]1	-10%	.	11%	.	-3%	0	1%	-5%	-1%
CCOc1ccc(N=C/C=C/c2ccccc2)c(O)c1	56µM*	50µM*	.	35µM*	?	-7	?	-19%	?
COc1ccc(-c2onc(C)c2-c2cnn(-c3ccccc3)c2)c(O)c1C	19%	-46%	-1%	-2%	-7%	0	11%	-9%	0%
Cc1ccc(NC2=C/C(=N/S(=O)(=O)c3cccs3)c3ccccc3C2=O)cc1C	-24%	0%[59 µM]	9%	?	16%	-1	-17%	-9%	4%
CCn1c(C)nc2cc(C(=O)NNS(=O)(=O)c3c(F)cc(F)c(Cl)c3F)ccc21	25µM*	40µM*	-8%	-20%	44%[activator]	-1	17%	0%	-2%
CCOC(=O)C1CCC(CN(Cc2ccc(OC)cc2)S(=O)(=O)c2ccc(F)c(C(=O)Nc3cc(Cl)ccc3OC)c2)CC1 (stereo not given)	-32%	1%[59 µM]	-10%	-16%	0%	5	30%	-6%	0%
COCCN(Cc1ccccc1)C(=O)c1cccc(S(=O)(=O)N2CCN(c3ccccc3)CC2)c1	-27%	-15%[0.501 µM]	-4%	?	-3%	-3	41%	-20%	14%
Cc1ccc(CC(=O)N2CCN(S(=O)(=O)c3ccccc3)CC2)cc1C	-9%	-32%	-9%	-11%	9%	-2	33%	-7%	1%
COc1ccc(NC(=O)NN2CCN(C)CC2)c(OC)c1	-3%	69%[activator]	5%	-17%	38%[activator]	-2	50%[activator]	3%	0%
CCOc1ccc(CCNC(=O)COC(=O)CCS(=O)(=O)c2ccc(C)cc2)cc1OCC	-14%	-4%[0.501 µM]	i	-11%	-2%	-4	33%	-15%	2%
CCCn1c(C(=O)OC)cc2c1ccn2-c1ccc(F)cc1	?	71µM*	6%	?	-11%	5	-10%	-20%	12%
COc1ccccc1CCNC(=O)C(=O)NCC1OCCN1S(=O)(=O)c1ccccc1 (stereo not given)	-10%	17%	9%	-14%	-2%	-1	44%[activator]	-27%	23%
COc1ccccc1N1C(=O)C2C3C=CC(C3)C2(C)C1=O (stereo not given)	6%	-3%[59 µM]	-7%	2%	-1%	2	27%	-6%	1%
Nc1nc(N2CCN(C(c3ccccc3)c3ccccc3)CC2)n[nH]1	-28%	-13%	-11%	-26%	?	-3	-5%	-11%	11%
O=C(CSc1nnc(NC2CC2)s1)Nc1ccc(N2CCOCC2)cc1	-11%	11%[2.33 µM]	-9%	2%	18%	-2	27%	2%	-11%
CCCn1nnnc1NCc1cccc(OC)c1OCC	1%	.	-8%	-4%	-5%	0	39%	-9%	7%
COc1ccccc1CN(C)CC(=O)Nc1cccc(S(=O)(=O)N2CCCC2)c1	0.79µM*	.	i	.	-16%	6	-17%	-17%	-1%
CCOC(=O)N1CCC(N2Cc3cccc(C(=O)NCc4ccc(C)cc4)c3C2=O)CC1	-31%	?	-4%	-12%	1%	2	15%	-11%	0%
CCCc1cc(=O)[nH]c(SCC(=O)Nc2sc(C(N)=O)c(C)c2C(=O)OCCOC)n1	-6%	10%[12.7 µM]	5%	14%	1%	-4	26%	3%	-3%
O=C(NCCCN1CCOCC1)c1ccc(S(=O)(=O)Nc2ccccc2F)cc1	1%	-5%[0.501 µM]	-9%	-4%	14%	-11	7%	-19%	-12%

Random excerpt: 2 compounds from above.
SMILES	JMJD2A Tudor	G9a inh	Tb PGK inh	BAZ2B inh	GLS inhibitor	PI4K2A block	HP1b chromo inh	Pol eta inh	Pin1 inh
O=C(NCCCN1CCOCC1)c1ccc(S(=O)(=O)Nc2ccccc2F)cc1	1%	-5%[0.501 µM]	-9%	-4%	14%	-11	7%	-19%	-12%
CCCn1nnnc1NCc1cccc(OC)c1OCC	1%	.	-8%	-4%	-5%	0	39%	-9%	7%

Other entries follow:
SMILES	JMJD2A Tudor	G9a inh	Tb PGK inh	BAZ2B inh	GLS inhibitor	PI4K2A block	HP1b chromo inh	Pol eta inh	Pin1 inh
COc1ccccc1NC(C)C(=O)N/N=C/c1cccs1 (stereo not given)	-26%	-5%	0%	?	1%	5	-3%	-18%	-4%
O=C(Nc1cc([N+](=O)[O-])ccc1F)c1ccc2c(c1)OCCO2	7%	-33%	i	9%	-7%	2	31%	-19%	-2%
c1ccc2[nH]c(NCCN3CCOCC3)nc2c1	-17%	7%[59 µM]	-5%	-2%	32%[activator]	2	21%	-16%	-1%
Cc1onc(-c2ccccc2)c1C(=O)Nc1nnc(CC(C)(C)C)s1	-25%	13%	i	3%	0%	1	9%	1%	-4%
CCC1CCCCN1CCCNC(=O)c1cc2c(=O)oc3ccc(C)cc3c2s1 (stereo not given)	-19%	7%[0.0925 µM]	-6%	-18%	-15%	-1	11%	-8%	0%
Cc1cccc(-n2cc[nH]c2=S)c1	5.6µM*	2.8µM*	-8%	-1%	13%	4	11%	-15%	0%
CCCOc1ccc(C(=O)Nc2ccc(Cl)c(-c3nc4ncccc4o3)c2)cc1	-10%	-1%[59 µM]	.	1%	-2%	-6	38%	.	4%
COC(=O)CN1C(=O)C(O)(CC(=O)c2ccccc2)c2ccccc21 (stereo not given)	-14%	-21%[12.7 µM]	-1%	-26%	1%	-5	20%	-4%	5%
Cc1cc(Br)ccc1NC(=O)CN1C(=O)C2CC=CCC2C1=O (stereo not given)	?	0.79µM*	-3%	-9%	0%	0	7%	-10%	3%
CCCN(Cc1cc2cccc(C)c2[nH]c1=O)C(=O)c1cccc(OC)c1	-17%	.	5%	.	13%	-9	6%	-11%	-1%
Cn1c(SCC(=O)Nc2ccc(NC(=O)c3ccccc3)cc2)nnc1-c1ccncc1	-34%	20%[59 µM]	i	-21%	9%	1	36%	-14%	1%
Cc1ccc2[nH]c(O)c(N=Nc3nc4ccccc4s3)c2c1	-27%	.	-6%	?	29%	-6	-10%	1%	35%[activator]
CSc1ccccc1NC(=O)C1=CC(c2ccc3c(c2)OCO3)=NS(=O)(=O)N1C	-12%	-29%[59 µM]	0%	-3%	18%	-1	23%	-17%	0%
Cc1ccc(S(=O)(=O)/N=C2\C=C(Nc3cccc(C(=O)O)c3)C(=O)c3ccccc32)c(C)c1	28µM*	2.8µM*	i	8.9µM*	19%	?	?	22µM*	-19%
COc1ccccc1NC(=O)CCSc1nnc(-c2ccc(O)cc2)o1	-7%	?	-6%	-6%	-26%	2	13%	-20%	-1%
COC(=O)c1cc(C(=O)N2CCc3ccccc32)cc([N+](=O)[O-])c1	-22%	.	-5%	?	1%	4	35%	-9%	3%
O=C(Nc1ccc(F)cc1F)N1CCCC(c2nc(-c3ccc(F)cc3)no2)C1 (stereo not given)	-21%	1%	-12%	-8%	3%	-2	-6%	3%	-9%
O=C(Cn1cc2c(n1)CCCCC2)Nc1c(F)c(F)cc(F)c1F	-8%	?	-8%	9%	0%	-11	71%[activator]	-11%	6%
COC(=O)c1cc(C#N)c(N2CCN(C)CC2)nc1C	-14%	?	0%	-6%	2%	2	23%	-11%	-5%
Cc1ccc2c(c1)N(CCCC(=O)NCc1cccc(F)c1)C(=O)CO2	-10%	6%[59 µM]	.	1%	-8%	-2	18%	.	1%
O=C(CCC(=O)c1ccc(Oc2ccccc2)cc1)Nc1cccc(Cl)c1	-9%	-5%[59 µM]	-9%	6%	-4%	-10	32%	-7%	23%
C=CCN(C(=O)Nc1ccccc1)C1CC(=O)N(c2ccc(OC)cc2)C1=O (stereo not given)	-13%	18%[12.7 µM]	-1%	12%	2%	0	31%	-3%	-5%
Cc1onc(-c2ccc(F)cc2F)c1C(=O)Nc1cccc(C(F)(F)F)c1	11%	3%[59 µM]	-6%	-3%	-23%	-8	26%[57 µM]	-28%	3%
Fc1ccc(/C=N/NC2=Nc3cccc4cccc2c34)cc1	?	-13%[59 µM]	-5%	?	8%	4	-16%	-23%	?
CC(C)C(C(=O)NCC1CCCO1)N(C(=O)CNS(=O)(=O)c1ccccc1)C1CCCCC1 (stereo not given)	-4%	10%	-3%	0%	1%	5	-14%	-6%	3%
COC/C=C/C1=CC2=CC(=O)C(C)(OC(=O)c3cnc4ccccc4n3)C(=O)C2=CN1c1ccccc1 (stereo not given)	?	-32%[59 µM]	7%	-39%	-16%	-18	-10%	25µM*	?
CC1CC(C(F)(F)F)n2ncnc2N1 (stereo not given)	4%	-1%[12.7 µM]	6%	6%	6%	8	25%	-4%	-3%
O=C(NCCCN1CCCC1=O)c1cc(-c2ccc(F)cc2)nc2ccccc12	-10%	.	-7%	.	-10%	-2	18%	1%	2%
N=C1/C(=C/c2ccc(-c3cccc(C(=O)O)c3)o2)C(=O)N=C2SC(CC(=O)N3CCOCC3)=NN12	20µM*	?	?	25µM*	?	-6	?	3.5µM*	?
CNC(=O)/C(C#N)=C/c1cn(CC(=O)NCc2ccco2)c2ccccc12	-29%	7%	i	-15%	-7%	7	33%	-6%	14%
Cc1ccc(Cl)c(OCC(=O)NC2CCN(Cc3ccccc3)CC2)c1	-17%	10%[59 µM]	i	6%	-6%	-1	17%	-17%	-2%
Nc1cc(=O)[nH]c(SCc2nnnn2-c2ccc(Cl)cc2)n1	-1%	-3%[59 µM]	4%	-5%	-2%	-3	40%[activator]	-8%	2%
CCc1cccc(OCC2Cn3c(nc4c3c(=O)[nH]c(=O)n4C)O2)c1 (stereo not given)	-3%	.	10%	6%	-3%	7	23%	-5%	8%
CC(C)OC(=O)C(CC(=O)O)N1CCOCC1 (stereo not given)	-15%	19%[0.501 µM]	-4%	-27%	5%	0	12%	-12%	2%

High-throughput results from PubChem BioAssay.
